From PubChem
ULK1 primary: ULK1 kinase inhibitors, primary screen, biochemical, AlphaScreen. AlphaScreen Atg13 phosphorylation by ULK1, luminescence. inhibition, % at 5.96 µM. 1.9% of 30,000 active. AID 1259251, 2017; in the data active = inhibition above about 43%;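 note: 0% = median of compound wells and 100% = no enzyme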
Target sequence (O75385 whole entry, looked up): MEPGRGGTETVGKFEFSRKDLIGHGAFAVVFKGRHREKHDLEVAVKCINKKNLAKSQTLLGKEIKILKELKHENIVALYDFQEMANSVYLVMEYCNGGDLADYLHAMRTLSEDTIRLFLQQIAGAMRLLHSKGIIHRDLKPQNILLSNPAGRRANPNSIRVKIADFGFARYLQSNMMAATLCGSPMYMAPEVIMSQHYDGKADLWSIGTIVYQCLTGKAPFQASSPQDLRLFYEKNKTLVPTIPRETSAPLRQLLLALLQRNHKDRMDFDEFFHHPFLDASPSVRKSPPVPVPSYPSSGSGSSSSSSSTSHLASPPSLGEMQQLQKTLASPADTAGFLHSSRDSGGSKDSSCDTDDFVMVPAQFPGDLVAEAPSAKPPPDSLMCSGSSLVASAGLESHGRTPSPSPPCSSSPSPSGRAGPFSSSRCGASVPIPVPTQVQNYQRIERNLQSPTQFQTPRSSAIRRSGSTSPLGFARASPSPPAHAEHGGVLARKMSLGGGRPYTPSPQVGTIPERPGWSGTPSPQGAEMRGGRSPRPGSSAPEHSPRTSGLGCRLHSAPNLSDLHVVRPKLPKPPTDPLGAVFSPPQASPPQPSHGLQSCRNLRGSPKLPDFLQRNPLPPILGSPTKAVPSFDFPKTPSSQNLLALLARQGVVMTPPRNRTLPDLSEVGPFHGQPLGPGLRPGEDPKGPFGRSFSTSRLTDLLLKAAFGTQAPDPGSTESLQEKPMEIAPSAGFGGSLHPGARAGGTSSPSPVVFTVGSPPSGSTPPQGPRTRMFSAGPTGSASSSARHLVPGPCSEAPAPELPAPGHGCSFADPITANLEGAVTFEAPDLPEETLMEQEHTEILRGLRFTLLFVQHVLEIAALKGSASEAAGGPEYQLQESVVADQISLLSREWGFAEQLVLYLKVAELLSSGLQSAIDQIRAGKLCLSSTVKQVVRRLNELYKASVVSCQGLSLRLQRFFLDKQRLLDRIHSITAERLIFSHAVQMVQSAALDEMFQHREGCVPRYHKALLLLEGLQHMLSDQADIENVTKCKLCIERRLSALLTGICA
ASK1 inh: ASK1 kinase inhibitors, primary screen, biochemical, AlphaScreen; AlphaScreen MKK6 phosphorylation by ASK1, luminescence; Mitogen-activated protein kinase kinase kinase 5 (Homo sapiens), Q99683; 0.99% of 22,000 active; inhibition, % at 7.44 µM; in the data active = inhibition above about 35%;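 note: 0% = median of compound wells and 100% = no enzyme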
Numbers without * were called inactive; / = no result given. A portion of the library. The share of hits here may be higher or lower than overall.

Values run as follows: ULK1 primary | ASK1 inh
1	C[C@H]1COc2c(N3CCN(C)CC3)c(F)cc3c(=O)c(C(=O)O)cn1c23
→ 7.0 | /
2	C/C=C/C=N\NC(=O)c1ccncc1
→ -1.8 | /
3	C[C@@H]1C[C@H]2[C@@H]3C[C@H](F)C4=CC(=O)C(Cl)=CC4(C)[C@@]3(F)[C@@H](O)CC2(C)[C@@]1(O)C(=O)CO (some centres undefined)
→ 5.6 | /
4	CCCOC(=O)c1ccccc1
→ -5.4 | /
5	Nc1ccc(C(=O)Nc2ccccc2N)cc1
→ -10.3 | /
6	c1ccc2c(CC3=NCCN3)cccc2c1
→ 12.8 | /
7	O=c1cc[nH]c(=O)[nH]1
→ -1.6 | /
8	Cc1onc(-c2ccccc2Cl)c1C(=O)N[C@@H]1C(=O)N2[C@@H]1SC(C)(C)[C@@H]2C(=O)O
→ -1.9 | /
9	CCNC(=O)/C=C/c1cccc(Br)c1
→ 9.5 | /
10	CC(=O)[C@H]1CC[C@H]2[C@@H]3C[C@H](C)C4=CC(=O)CC[C@]4(C)[C@H]3[C@@H](O)C[C@]12C
→ 7.4 | /
11	C=C[C@H]1CN2CCC1CC2[C@@H](O)c1ccnc2ccc(OC)cc12 (some centres undefined)
→ -12.4 | /
12	COC(=O)c1cc(Cl)c(NC(C)=O)cc1OC
→ -18.9 | /
13	Nc1cc(-c2ccncc2)c[nH]c1=O
→ 1.0 | /
14	C[C@]12CC[C@H]3[C@@H](CCC4=CC(=O)CC[C@@]43C)[C@@H]1CC[C@@H]2C(=O)CO
→ 2.6 | /
15	CC(Oc1c(Cl)cccc1Cl)C1=NCCN1 (centres undefined)
→ -8.5 | /
16	C[C@H](CCC(=O)O)[C@H]1CC[C@H]2[C@@H]3[C@@H](O)C[C@@H]4C[C@H](O)CC[C@]4(C)[C@H]3CC[C@]12C
→ -3.6 | /
17	O=C(O)CN1C(=O)c2cccc3cccc(c23)C1=O
→ -1.3 | /
18	O=C(O)[C@@H]1[C@H]2C[C@H]3c4[nH]c5ccccc5c4CCN3C[C@@H]2CC[C@@H]1O
→ 1.8 | /
19	Fc1ccc(C(c2ccc(F)cc2)N2CCNCC2)cc1
→ -8.5 | /
20	CC1CCC(C(C)C)C(OC(=O)c2ccccc2O)C1 (centres undefined)
→ -3.3 | /
21	COc1nc(C)nc(Cl)c1NC1=NCCN1
→ -2.6 | /
22	COc1cc2nc(N3CCN(C(=O)C4COc5ccccc5O4)CC3)nc(N)c2cc1OC (centres undefined)
→ -0.3 | /
23	NC(=O)n1c(O)c(C(=O)c2cccs2)c2cc(Cl)ccc21
→ -2.3 | /
24	O=C1NCC2(CCN(CCc3ccccc3)CC2)O1
→ -4.2 | /
25	COc1ccc2c(c1)CC(C(=O)Nc1ccc(-c3cn[nH]c3)cc1OCCN(C)C)CO2 (centres undefined)
→ 7.4 | 7.6
26	CCCOc1ccccc1-c1nc2n[nH]nc2c(=O)[nH]1
→ 7.5 | /
27	NC(=O)NC(CCC(=O)O)C(=O)O (centres undefined)
→ 7.1 | /
28	NS(=O)(=O)c1cc2c(cc1C(F)(F)F)NC(Cc1ccccc1)NS2(=O)=O (centres undefined)
→ -6.8 | /
29	O=C(CCCl)NCCc1ccccc1
→ -5.4 | /
30	O=C(O)COC(=O)Cc1ccccc1Nc1c(Cl)cccc1Cl
→ -1.0 | /

Part of the list above in a different format.
| item | SMILES | ULK1 primary | ASK1 inh |
| --- | --- | --- | --- |
| 25 | COc1ccc2c(c1)CC(C(=O)Nc1ccc(-c3cn[nH]c3)cc1OCCN(C)C)CO2 (centres undefined) | 7.4 | 7.6 |
| 26 | CCCOc1ccccc1-c1nc2n[nH]nc2c(=O)[nH]1 | 7.5 | / |
| 27 | NC(=O)NC(CCC(=O)O)C(=O)O (centres undefined) | 7.1 | / |
| 28 | NS(=O)(=O)c1cc2c(cc1C(F)(F)F)NC(Cc1ccccc1)NS2(=O)=O (centres undefined) | -6.8 | / |
| 29 | O=C(CCCl)NCCc1ccccc1 | -5.4 | / |
| 30 | O=C(O)COC(=O)Cc1ccccc1Nc1c(Cl)cccc1Cl | -1.0 | / |

Later entries
Values run as follows: ULK1 primary | ASK1 inh
31	CCN(CC)CCOc1ccccc1C(=O)CCc1ccccc1
→ 3.7 | /
32	Cc1nnc(NS(=O)(=O)c2ccc(N)cc2)s1
→ 1.9 | /
33	CC1(C)O[C@H]2CC(=O)OCC23[C@H]2CC[C@@]4(C)[C@H](c5ccoc5)OC(=O)[C@H]5O[C@]54[C@]2(C)C(=O)C[C@@H]13 (some centres undefined)
→ -8.1 | /
34	O=C(O)c1cn(C2CC2)c2cc(Cl)c(F)cc2c1=O
→ -3.8 | /
35	CCC[C@H](N[C@@H](C)C(=O)N1[C@H](C(=O)O)C[C@@H]2CCCC[C@@H]21)C(=O)OCC
→ 4.4 | /
36	Cc1c(C(=O)O)c(O)cc2c1C(=O)c1c(O)c([C@H]3O[C@H](CO)[C@@H](O)[C@H](O)[C@H]3O)c(O)c(O)c1C2=O
→ -8.9 | /
37	COc1ccccc1OCC(O)COC(N)=O (centres undefined)
→ -0.8 | /
38	Cc1cc2c(s1)Nc1ccccc1N=C2N1CCN(C)CC1
→ 4.0 | /
39	CC(C)n1cnc2c(NCCc3ccc(O)cc3)nc(-c3csc4ccccc34)nc21
→ -65.9 | 0.7
40	O=C1N(c2ccccc2)c2ccccc2C1(Cc1ccncc1)Cc1ccncc1
→ -3.1 | /
41	COc1cccc(CCc2ccccc2OCC(CN(C)C)OC(=O)CCC(=O)O)c1 (centres undefined)
→ -16.3 | /
42	CC(C)(CO)[C@@H](O)C(=O)NCCC(=O)O
→ 7.0 | /
43	O=S(=O)(O)c1ccc2nc(-c3ccccc3)[nH]c2c1
→ -1.3 | /
44	NC(=O)CC(N)C(=O)O (centres undefined)
→ 1.3 | /
45	CCC(C)C(N)C(=O)O (centres undefined)
→ 6.6 | /
46	C=CC(C)(O)CC/C=C(\C)CCC=C(C)C (centres undefined)
→ -5.1 | /
47	CN(C)CCCN1c2ccccc2Sc2ccccc21
→ 10.3 | /
48	N=C(N=C(N)N)N1CCOCC1
→ -3.4 | /
49	CC(=O)O[C@]1(C(C)=O)CC[C@H]2[C@@H]3C=C(Cl)C4=CC(=O)[C@@H]5C[C@@H]5[C@]4(C)[C@H]3CC[C@@]21C
→ -18.0 | /
50	OC1(c2ccc(Cl)c(C(F)(F)F)c2)CCN(CCCC(c2ccc(F)cc2)c2ccc(F)cc2)CC1
→ 8.3 | /
51	Cc1ccccc1N=Nc1ccc(N=Nc2c(O)ccc3ccccc23)c(C)c1
→ -6.5 | /
52	CC1=NN(c2ccccc2)C(=O)C1
→ 35.6 | /
53	C=CCN1C(=O)C(CC(C)C)NC1=S (centres undefined)
→ -16.8 | /
54	CC1(C)OC(=O)C(OCC2CC2)=C1c1ccc(S(C)(=O)=O)cc1
→ -1.3 | /
55	CC(C)Cc1ccc(C(C)C(=O)O)cc1 (centres undefined)
→ 2.6 | /
56	C/C=C\C1=C(C(=O)O)N2C(=O)C(NC(=O)C(N)c3ccc(O)cc3)C2SC1 (centres undefined)
→ 3.8 | /
57	CN1CCC(=C2c3ccccc3CCc3sccc32)CC1
→ 7.7 | /
58	CC(=O)NCCCCCC(=O)O
→ 4.3 | /
59	CN(C)C/C=C(/c1ccc(Br)cc1)c1cccnc1
→ -0.8 | /
60	Cc1ccccc1Nc1nc(N(C)CCO)nc2c1cnn2-c1ccccc1
→ -45.4 | /

6 of these compounds in another layout.
40: O=C1N(c2ccccc2)c2ccccc2C1(Cc1ccncc1)Cc1ccncc1
41: COc1cccc(CCc2ccccc2OCC(CN(C)C)OC(=O)CCC(=O)O)c1 (centres undefined)
42: CC(C)(CO)[C@@H](O)C(=O)NCCC(=O)O
43: O=S(=O)(O)c1ccc2nc(-c3ccccc3)[nH]c2c1
44: NC(=O)CC(N)C(=O)O (centres undefined)
45: CCC(C)C(N)C(=O)O (centres undefined)

entry no. | 40 | 41 | 42 | 43 | 44 | 45
ULK1 primary | -3.1 | -16.3 | 7.0 | -1.3 | 1.3 | 6.6
ASK1 inh | / | / | / | / | / | /

Next section:
Values run as follows: ULK1 primary | ASK1 inh
61	COc1ccc(CN(CCN(C)C)c2ccccn2)cc1
→ 14.0 | /
62	COC(=O)c1cccnc1
→ 8.3 | /
63	N/C(=N\N=C\c1ccc(Cl)cc1)N/N=C/c1ccc(Cl)cc1
→ 23.5 | /
64	CCN(CC)C(=O)Nc1ccc(OCC(O)CNC(C)(C)C)c(C(C)=O)c1 (centres undefined)
→ 2.7 | /
65	CC(C)Cn1cnc2c1c(=O)n(C)c(=O)n2C
→ -12.6 | /
66	CC(=O)N1C[C@H](O)C[C@H]1C(=O)O
→ 1.8 | /
67	O=C(Cn1ccnc1[N+](=O)[O-])NCCO
→ -8.1 | /
68	O=C(O)C(O)C(O)C(O)C(O)C(=O)O (centres undefined)
→ -3.9 | /
